# Compound activity deposited in PubChem BioAssay by NCI.
# yeast sgs1 mgt1: NCI yeast anticancer drug screen, S. cerevisiae sgs1 mgt1 strain; % growth inhibition at 50 µM; 78,000 tested, 10% active;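 further: 0% = growth of vehicle-only cultures of the same strain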
#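 Growth of a repair-deficient yeast mutant was monitored after compound treatment and expressed as inhibition relative to vehicle-treated cultures.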
# yeast cln2 rad14: NCI yeast anticancer drug screen, S. cerevisiae cln2 rad14 strain; % growth inhibition at 50 µM; AID 165; 78,000 tested, 8.3% active;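 further: 0% = growth of vehicle-only cultures of the same strain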
#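 Relative to vehicle controls, growth inhibition of compound-treated cln2 rad14 yeast was recorded.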
# yeast mlh1 rad18: NCI yeast anticancer drug screen, S. cerevisiae mlh1 rad18 strain. growth inhibition, % at 50 µM. 79,000 tested, 11% active. AID 175;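 further: 0% = growth of vehicle-only cultures of the same strain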
#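 Vehicle-treated cultures served as the reference for growth inhibition in a yeast strain carrying DNA damage repair alterations exposed to each compound.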
# yeast bub3: NCI yeast anticancer drug screen, S. cerevisiae bub3 mutant strain. AID 167. % growth inhibition at 50 µM. 78,000 tested, 9.9% active;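 further: 0% = growth of vehicle-only cultures of the same strain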
#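 Inhibition values come from growth of compound-treated mutant yeast normalised to vehicle-treated controls.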
# yeast rad50: NCI yeast anticancer drug screen, S. cerevisiae rad50 strain; 79,000 tested, 10% active; growth inhibition, % at 50 µM;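 further: 0% = growth of vehicle-only cultures of the same strain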
#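 Yeast carrying a defined DNA repair defect were exposed to test compounds, and growth was compared with vehicle-treated controls to give percent inhibition.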
# mec2-1: NCI yeast anticancer drug screen, S. cerevisiae mec2-1 strain. AID 157. 79,000 tested, 9% active. growth inhibition, % at 50 µM;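 further: 0% = growth of vehicle-only cultures of the same strain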
#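 Cells of the genetically defined mec2-1 yeast strain are incubated with test compound. Inhibition of growth is calculated against vehicle-treated controls.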
# Starred values were filed as active, the others as inactive; & = joins results of further samples; ! = a repeat was not active. No stated cut-off is given here; in the data, active means growth inhibition above about 70%; inactive means the rest.
SMILES,yeast sgs1 mgt1,yeast cln2 rad14,yeast mlh1 rad18,yeast bub3,yeast rad50,mec2-1
CCCCOC(=O)COC(=O)CCC,-5,4,2,2,5,3
O=C1Sc2ccccc2C(=O)N2CCCC12 (stereo not drawn),-12,3,-10,8,-21,-8
Cc1ccc(NC(=O)CC(=O)n2nc(-c3ccccc3)c(N=Nc3ccccc3[N+](=O)[O-])c2-c2ccccc2)cc1,21,5,17,35,21,-13
O=C1C2=C(c3ccccc31)C(c1ccccc1Cl)N1C(=O)CCSC1=N2 (stereo not drawn),14,9,-3,5,3,0
COC(=O)C1C2C=CC(C1C(=O)OC)C1C(C(=O)NN)C(C(=O)NN)C21 (stereo not drawn),-12,-23,-12,-38,-10,0
OC1(c2ccccc2)CCCCCCCCC(O)(c2ccccc2)CCCCCCCC1 (stereo not drawn),-27,15,-2,-18,4,9
CC(=O)Nc1ccc2c(c1)C(=Nc1ccc(N=C3c4ccccc4-c4ccc(NC(C)=O)cc43)cc1)c1ccccc1-2,-14,18,-16,-14,-20,-1
CC(C)OP(=O)(OC(C)C)/C(C#N)=C/c1c[nH]c2ccccc12,-3,5,13,-17,-28,-29
CCC(Cl)(c1ccccc1)C(O)C(=O)OC(C)C (stereo not drawn),11,-2,12,-6,8,3
Cc1nc(CCl)nc2ccccc12,-4,-20,25,-12,20,29
CC1(C(=O)O)CCCCCCC1O (stereo not drawn),-3,8,-8,-6,10,10
CCCCCC(=O)N1CCOCC1,6,-6,9,-21,11,11
Cc1ccc(NC(=S)N(C)C)cc1,-11,-72,-24,22,14,16
Cc1cc(=O)oc2cc(OCC(O)COC(C)C)ccc12 (stereo not drawn),-10,14,-2,3,-18,-4
CC#CC(=O)Nc1ccccc1CC(c1c[nH]c2ccccc12)c1c[nH]c2ccccc12,67,68,54,61,75*,55
COCCCn1cnn2c(=O)c3ccccc3nc2c1=O,24,12,6,21,-12,3
CCC(CC)COC(=O)C(C)OC(=O)c1ccccc1C(=O)OC(C)C(=O)OCC(CC)CC (stereo not drawn),-16,-18,-11,-11,-5,-14
COc1ccccc1/C=N/NC(=O)Cc1ccccc1,-6,-4,-14,-35,-21,-48
COC(=O)c1ccccc1N=NN(C)CC1OC2OC(C)(C)OC2C1OC (stereo not drawn),74*,-1,88*,33,71*,43
c1ccc2c(c1)CCC/C2=N\OCC1CO1 (stereo not drawn),-35,-3,7,-33,-8,-28
CCC(=O)C(CC)c1ccc(C)cc1 (stereo not drawn),-13,22,-4,-9,-3,-14
CC(O)c1ccc(N=NN(C)C)cc1 (stereo not drawn),-3,-2,21,0,-2,3
O=S(=O)(CCCl)c1ccccc1,-5&43,-40&18,5&2,-9&6,7&6,15&7
O=C1c2ccccc2C(=O)N1CNc1ccccc1Cl,23,18,17,18,28,9
O=Cc1c(Cl)cccc1Cl,13,-24,25,-8,3,29
# (more compounds)
SMILES,yeast sgs1 mgt1,yeast cln2 rad14,yeast mlh1 rad18,yeast bub3,yeast rad50,mec2-1
Nc1ccc(Cc2ccc(N)cc2[N+](=O)[O-])c([N+](=O)[O-])c1,67,39,-19,35,15,26
CC12CC(C#N)(C#N)C(C#N)(CO1)C(=N)O2 (stereo not drawn),-19,5,-6,-11,12,1
C1OC[C@@H]([C@H]2COCO2)O1,-7,-1,-12,2,-15,-11
Cc1cc(N(CCOS(C)(=O)=O)CCOS(C)(=O)=O)ccc1C=Nc1ccc(-c2csc(-c3ccccc3)n2)c(Cl)c1,96*,92*,95*,94*,93*,97*
CCCCCCNC(=S)N/N=C(\C)c1ccccn1,90*,90*,91*,90*,76*,86*
CN(N=O)C(=O)N(N)CCCCC(NC(=O)OCc1ccccc1)C(=O)OCc1ccccc1 (stereo not drawn),-3,-24,-8,-4,20,-29
COc1ccc(-c2nc(C)nc3c2Cc2c(ccc4ccccc24)O3)cc1,5,-11,-2,13,5,-1
COc1ccc(-c2c(C(C)=O)c(C)n(C3OC(CO)C(O)C(O)C3O)c(=S)c2C#N)cc1 (stereo not drawn),32,34,49,26,16,34
CC(=O)OC1(C)N=NC2(CCCCC2)O1 (stereo not drawn),-37,8,-12,-12,3,-22
COc1cc(C=O)cc(OC)c1,-20,12,-2,-51,-19,-49
O=C1c2ccccc2C(=O)N1CCCSc1ccc(F)cc1,28,4,36,15,33,-10
COC(=O)/C=C1\C(=O)N(C(C)=O)c2ccccc21,72*,40,76*,51,12,16
CCCCC/C(=C\c1ccccc1)C1OCC(C)(C)C(C)O1 (stereo not drawn),-25,-22,-25,14,-12,-7
CC(C(=O)O)n1c(=O)ssc1=O (stereo not drawn),1,-9,0,-9,2,3
CCOC(=O)C1=C(O)c2ccc(C)cc2C(=O)C1=O,-37,12,-34,-18,-21,-42
Cc1ccc(OCCSC(=S)N(C)C)c(CSC(=S)N(C)C)c1,-2,0,11,-10,5,-6
Clc1ccc(SCSc2ccc(Cl)cc2)cc1,6,-34,-1,6,17,-7
CCCC(=O)OCCN(C)C,-39,10,1,-15,-29,-20
[N-]=[N+]=NC1OC(=O)C(Cl)=C1N=P(c1ccccc1)(c1ccccc1)c1ccccc1 (stereo not drawn),24,10,23,12,4,11
Cc1ccc(S(=O)(=O)Nc2c(C)c(Cl)c(C)c3ccccc23)cc1,24,-12,-37,-7,-22,22
CC(C)(C)Nc1ccc([N+](=O)[O-])cc1[N+](=O)[O-],7,8,-11,25,26,-22
CCOc1ccc(NC(=S)NC2CCCCC2)cc1,-4,-26,-5,12,-8,-8
CC(C)(C)OC(=O)COc1ccc(NC(=O)COc2ccc(Cl)c(Cl)c2)cc1,-10,-29,-9,-2,-17,-22
Cc1ccc(S(=O)(=O)OCC2CC=CCC2COC(=O)c2ccc([N+](=O)[O-])cc2)cc1 (stereo not drawn),12,15,6,7,34,-6
COCOc1ccc(OC)cc1,-4,-3,-1,-16,-5,4

# The list goes on, starting with the last 4 of the part before.
SMILES,yeast sgs1 mgt1,yeast cln2 rad14,yeast mlh1 rad18,yeast bub3,yeast rad50,mec2-1
CCOc1ccc(NC(=S)NC2CCCCC2)cc1,-4,-26,-5,12,-8,-8
CC(C)(C)OC(=O)COc1ccc(NC(=O)COc2ccc(Cl)c(Cl)c2)cc1,-10,-29,-9,-2,-17,-22
Cc1ccc(S(=O)(=O)OCC2CC=CCC2COC(=O)c2ccc([N+](=O)[O-])cc2)cc1 (stereo not drawn),12,15,6,7,34,-6
COCOc1ccc(OC)cc1,-4,-3,-1,-16,-5,4
C(=N\Nc1c2ccccc2nc2ccccc12)/c1ccc2c(c1)OCO2,99*,82*,99*,99*,99*,85*
CNC1C(=O)C(C)C(O)(C(CC(C)C(O)/C=C/C=C/CNC(=O)C(C)(C)C(O)\C(C)=C/C=C\C=C\Cc2cnc(C)o2)OC)C12C(=O)OC2COC (stereo not drawn) (tested in a mixture with another compound),-8,3,6,13,3,-22
Cc1ccccc1/C=N/NC(=O)c1cccc2ccccc12,-11,-23,1,1,-7,1
O=c1[nH]c2c(cc1Br)C(Br)C(Br)C=C2 (stereo not drawn),33,27,26,9,47,13
COc1ccc2c(c1)CCC(OS(=O)(=O)CC13CCC(CC1=O)C3(C)C)C2=O (stereo not drawn),-15,-11,0,-22,-9,5
COc1ccccc1NC(=O)CCl,24,19,36,28,18,25
CCCCCCc1cc(C(=O)N/N=C\c2cccc([N+](=O)[O-])c2)c2ccccc2n1,-20,41,-9,1,-41,-9
O=C(O)c1cc(Cc2cc(Cl)c(O)c(C(=O)O)c2)cc(Cl)c1O,-8,-6,-11,-3,-20,2
C=C(C)CC1(C)C(=O)CCC1O (stereo not drawn),4,-31,6,6,-14,-16
O=C(O)C1CCCN1/N=C/c1cccc([N+](=O)[O-])c1 (stereo not drawn),9,-5,-11,25,-11,-1
CC(NC(=O)c1ccc(Cl)c(Cl)c1)c1ccc(-c2ccccc2)cc1 (stereo not drawn),-3,5,9,5,14,-13
C1=C(C2=CCCc3ccccc32)c2ccccc2CC1,32,-46,75*,6,30,35
CC(=O)NCC(C)(C)C,-13,-16,-13,-32,2,11
O=C(COc1ccc(F)cc1)OCCO,-3,-33,-19,-15,14,-21
O=C(O)c1cc(=O)[nH]c(SCc2ccc(Cl)cc2Cl)n1,-7,-10,-1,10,-14,14
COC(=O)Oc1cc(Cl)c(Cl)cc1Cl,30,23,12,36,31,21
CCCCCCCCCCCCC1N=C(N)N2CCCC2=C1C(=O)OC (stereo not drawn),87*,90*,85*,90*,89*,92*
OB(O)c1ccccc1/C=C/c1ccccc1B(O)O,0,-44,11,44,-7,1
CCOC(=O)CCN(C)CCC(=O)OCC,0,2,-2,4,5,-3
O=C(C[C@H](NC(=O)OCc1ccccc1)C(=O)NC1Cc2ccccc2OC1=O)OCc1ccccc1 (stereo partly drawn),-18,7,27,17,-1,34
Nn1c(SSSSc2nnc(-c3ccccc3)n2N)nnc1-c1ccccc1,-27,-20,4,15,-13,4
CCCCC(CC)C(O)C(C)C(C)O (stereo not drawn),52,-2,20,-2,5,-6
Cc1nnc(NC/C=C/c2ccccc2)s1,-1,7,-4,-2,-9,14
S=c1sc2c(s1)SCCS2,76*!,60&8,58&21,65&20,59&14,50&6
COc1ccc2nc(N)ccc2c1,20,-11,32,-26,56,-2

# Part of the list above with just mec2-1 and yeast rad50:
Structure,mec2-1,yeast rad50
CCCCC/C(=C\c1ccccc1)C1OCC(C)(C)C(C)O1 (stereo not drawn),-7,-12
COC(=O)C1C2C=CC(C1C(=O)OC)C1C(C(=O)NN)C(C(=O)NN)C21 (stereo not drawn),0,-10
COc1ccc2c(c1)CCC(OS(=O)(=O)CC13CCC(CC1=O)C3(C)C)C2=O (stereo not drawn),5,-9
CC12CC(C#N)(C#N)C(C#N)(CO1)C(=N)O2 (stereo not drawn),1,12
O=C(O)c1cc(Cc2cc(Cl)c(O)c(C(=O)O)c2)cc(Cl)c1O,2,-20

# More compounds.
SMILES,yeast sgs1 mgt1,yeast cln2 rad14,yeast mlh1 rad18,yeast bub3,yeast rad50,mec2-1
C/C(=N\O)C1OCCc2ccccc21 (stereo not drawn),-2,13,5,-3,10,10
N#Cc1nnc2cc(-c3ccccc3)nn2c1-c1cccs1,16,21,6,4,1,-9
CCOC(=O)c1c(-c2ccccc2)csc1NC(=O)CN1CCCCC1,15,7,25,18,29,9
CCN(CC)c1ccc(Sc2ccc([N+](=O)[O-])cc2[N+](=O)[O-])cc1,8,-18,-1,23,3,-8
COc1ccc(CNc2ncccn2)cc1,1,10,14,-12,14,-24
Cc1ccc(S(=O)(=O)C2CC(=O)N(c3ccc(F)c(Cl)c3)C2=O)cc1 (stereo not drawn),-8,-19,-12,4,-27,5
COc1ccc2c(c1)CN(Cc1ccccc1)CO2,6,-17,12,13,4,-3
CCCC(=O)OCC1OC(n2cc(F)c(=O)[nH]c2=O)C(F)C1OC(=O)CCC (stereo not drawn),-6,-14,-7,-3,-1,15
Ic1ccccn1,-9,-30,-1,-8,15,-11
CC1=C(\C=C/C(C)=C/C=C/C(C)=C/C=N/NC(=O)c2cccnc2)C(C)(C)CCC1,34,42,28,30,2,-7
CCN(CC)CCN(C)CCN(CC)CC,19,10,18,39,14,2
Cc1ccnc2sc3ccccc3c(=O)c12,81*,68,84*,84*,87*,82*
CCC1C(CC(=O)O)=C(C)NC(C)=C1CC(=O)O,10,13,13,3,10,12
Cc1ccc2nc(CC(=O)c3cccnc3)c(CC(=O)c3cccnc3)nc2c1,67,76*,60,61,76*,63
CCOc1ccccc1N=Nc1c(C)nn(C(=S)SC)c1OCC,26,30,39,14,22,18
CC(=O)OCC1OC(n2c(C)c(C(C)=O)c(-c3ccc(Cl)cc3)c(C#N)c2=S)C(OC(C)=O)C(OC(C)=O)C1OC(C)=O (stereo not drawn),-2,12,-3,9,-38,-10
Nc1cccc2c1nc(NCCO)c1ccccc12,-16,-4,49,11,24,4
CCCC(=O)Oc1cccc(CC)c1,7,-27,22,5,17,20
O=[N+]([O-])c1cccc(Nc2nc(Cl)nc(Cl)n2)c1,5,-8,-14,-19,-1,21
CO/N=C1C=C/C(=N\OC)C\1,0,8,1,-19,11,-28
Cc1onc(-c2c(F)cccc2Cl)c1-c1ncc(-c2ccc(Br)cc2)o1,-10,9,10,-16,-13,-16
Cc1ccc(NC(=O)C(=O)Cc2cc[n+]([O-])cc2)cc1,12,8,4,4,-2,-2
CCCCCCCCCCCCCCCC(=O)OCC1OC(OC)C(NC(=O)N(CCCl)N=O)C(O)C1O (stereo not drawn),18,-4,1,7,31,-6
O=[N+]([O-])c1cccc(C2OCC3(CO2)COC(c2cccc([N+](=O)[O-])c2)OC3)c1 (stereo not drawn),6,10,11,-3,3,-22
CC(=O)c1ccccc1NCC(=O)Nn1cnc2ccc(S(=O)(=O)Nc3ccccc3C(C)=O)cc2c1=O,13,19,8,12,7,-21
NC(=O)c1c(-c2ccccc2)c(-c2ccccc2)cc2c(=O)c3ccccc3[nH]c12,11,-16,41,0,42,18
